Rv3671c protease: inhibits the M. tuberculosis serine protease Rv3671c; AID 2606; inhibition, % at 5.96 µM; 320,000 tested, 0.048% active; P9WHR9; in the data active = inhibition above about 38%;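 note: extracellular domain of Rv3671c used as enzyme; 0% = enzyme with DMSO and 100% = no enzyme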
Target sequence (P9WHR9 whole entry, looked up, the tested form may be a part): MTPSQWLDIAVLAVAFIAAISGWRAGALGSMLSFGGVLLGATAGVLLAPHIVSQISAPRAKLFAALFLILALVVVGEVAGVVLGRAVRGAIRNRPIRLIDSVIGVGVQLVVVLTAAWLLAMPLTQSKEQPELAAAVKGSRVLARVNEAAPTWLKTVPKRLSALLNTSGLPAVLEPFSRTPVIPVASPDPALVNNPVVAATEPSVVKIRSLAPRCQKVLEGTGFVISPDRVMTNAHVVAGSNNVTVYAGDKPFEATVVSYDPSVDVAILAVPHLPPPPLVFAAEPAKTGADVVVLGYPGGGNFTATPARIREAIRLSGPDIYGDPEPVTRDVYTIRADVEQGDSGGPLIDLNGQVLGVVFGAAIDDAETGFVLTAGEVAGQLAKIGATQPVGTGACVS
UGM FP inh: blocks M. tuberculosis UGM enzyme. purified UGM, fluorescence polarization probe displacement. inhibition, % at 10 µM. AID 504406. P9WIQ1. 320,000 tested, 0.06% active; in the data active = inhibition above about 10%, passing the limit was not always enough; inconclusive = no clear call, values can overlap the other calls
Target sequence (P9WIQ1 whole entry, looked up): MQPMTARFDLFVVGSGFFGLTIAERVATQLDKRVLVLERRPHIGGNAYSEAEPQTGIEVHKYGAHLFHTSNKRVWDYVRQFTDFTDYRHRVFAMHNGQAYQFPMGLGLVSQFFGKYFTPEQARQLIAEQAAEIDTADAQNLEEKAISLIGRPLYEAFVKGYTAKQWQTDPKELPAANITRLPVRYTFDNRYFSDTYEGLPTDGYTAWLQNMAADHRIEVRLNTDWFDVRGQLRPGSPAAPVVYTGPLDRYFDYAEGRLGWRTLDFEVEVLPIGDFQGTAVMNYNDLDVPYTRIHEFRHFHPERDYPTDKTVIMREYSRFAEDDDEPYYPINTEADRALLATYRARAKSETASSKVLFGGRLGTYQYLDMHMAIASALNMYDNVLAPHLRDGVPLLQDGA
MazEF act: activators of E. coli MazEF toxin-antitoxin RNase. FAM/BHQ RNA-DNA oligo cleavage fluorescence, 5 h. activation, % at 20 µM. 350,000 tested, 0.32% active; in the data active = activation above about 50%
Target sequence (P0AE70 whole entry, looked up): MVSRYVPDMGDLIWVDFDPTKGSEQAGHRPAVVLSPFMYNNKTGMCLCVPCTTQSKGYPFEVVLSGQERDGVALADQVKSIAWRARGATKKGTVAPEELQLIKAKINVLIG
FadD28 FP inh: inhibitors of Mycobacterium tuberculosis FadD28 bisubstrate binding; FadD28 bisubstrate probe binding, fluorescence polarization; inhibition, % at 12.5 µM; 360,000 tested, 0.22% active; in the data active = inhibition above about 8.5%, passing the limit was not always enough; inconclusive = no clear call, values can overlap the other calls
BoNT-F LC inh: BoNT F light chain protease inhibition; Multiplex microsphere protease cleavage assay, flow cytometry; inhibition, % at 10 µM; 360,000 tested, 0.22% active; AID 588497; in the data active = inhibition above about 35%, passing the limit was not always enough; inconclusive = no clear call, values can overlap the other calls; note: plate controls were buffer without enzyme for full effect and enzyme alone for no effect
PrPC TRFRET: inhibitors of human cell surface prion protein PrPC | inhibition, % at 13.8 µM | 370,000 tested, 0.43% active | P04156 | AID 720596 | TR-FRET read-out; in the data active = inhibition above about 24%; note: 0% = median of the test wells and 100% = reference compound wells
Mtb BioA inh: BioA (M. tuberculosis) enzyme inhibition; purified M. tuberculosis BioA enzyme, plate reader; AID 602481; 360,000 tested, 0.096% active; inhibition, % at 9.99 µM; in the data active = inhibition above about 40%; inconclusive = no clear call, values can overlap the other calls
FBA Mtb inh: inhibitors of M. tuberculosis fructose-bisphosphate aldolase. P9WQA3. purified M. tuberculosis FBA, fluorescence read-out. inhibition, % at 1 µM. 360,000 tested, 2.3% active; in the data active = inhibition above about 27%;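 note: 0% = vehicle and 100% = reference inhibitor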
GDH-TPI inh: inhibits GDH-TPI coupling enzymes, artifact for Mtb FBA screen. GDH-TPI coupled enzyme counterscreen, NADH absorbance. inhibition, % at 4.8 µM. 360,000 tested, 1.2% active. AID 588335; in the data active = inhibition above about 30%;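 note: 0% = DMSO wells and 100% = wells lacking the enzyme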
Numbers without * were called inactive; ? = inconclusive; nt = not tested or not shown; + = active, no number.

SMILES | Rv3671c protease | UGM FP inh | MazEF act | FadD28 FP inh | BoNT-F LC inh | PrPC TRFRET | Mtb BioA inh | FBA Mtb inh | GDH-TPI inh
CC(C)CC(=O)OCc1cn(-c2ccccc2)nn1 | 1 | -2.9 | 7 | -4.5 | -7 | 3 | 0.2 | 0 | -7
N/C(=N\OC(=O)/C=C/c1ccccc1)c1ccccc1 | -7 | -0.5 | 3 | 1.1 | 2 | -6 | 0.1 | 3 | 5
CSc1nc(N)c2c3c(sc2n1)COC(C(C)C)C3 (stereo not given) | -8 | 0.5 | 5 | -4.0 | -3 | -5 | 0.1 | 0 | 4
Nc1cc([N+](=O)[O-])ccc1Nc1ccc(O)cc1 | 0 | 3.9 | -6 | -2.6 | -28 | -29 | 3.9 | -5 | 7
O=S(=O)(NCc1ccc(F)cc1)c1cccc(S(=O)(=O)N2CCOCC2)c1 | 12 | 0.8 | 5 | -0.8 | -5 | 3 | nt | 1 | 9
O=C(CNC(=O)c1cccc(F)c1)N/N=C/c1cccnc1 | 17 | 0.2 | -13 | -1.0 | 6 | -1 | 5.5 | 0 | 13
Cc1cc(C)c(O)c(-c2cc(C(=O)Nc3cccnc3)[nH]n2)c1 | -5 | 0.6 | -1 | -3.0 | -10 | 6 | nt | 1 | 1
c1ccc(-c2nnnn2CCOCCn2nnnc2-c2ccccc2)cc1 | -3 | -2.0 | -7 | -1.1 | 2 | -4 | -0.6 | -2 | -2
NC1(C(=O)O)CSSC1 | nt | nt | 11 | -1.7 | -9 | 3 | nt | 1 | -6
Cc1cc(C)n2nc(SCCC(=O)NCc3ccccc3)nc2n1 | 2 | 0.0 | 3 | -0.6 | -5 | 0 | -5.4 | 0 | 10
COc1ccc(-n2nc(C(=O)NCC(=O)Nc3cccc(Cl)c3)c3ccccc3c2=O)cc1OC | -1 | -1.4 | 17 | -3.9 | 51* | -4 | -2.6 | 1 | -5
O=C(NCCc1ccccc1)c1ccccc1C(F)(F)F | nt | nt | 8 | -1.6 | 2 | -4 | -0.3 | -2 | 3
CC1(C(=O)NCC2CCCO2)Oc2cccnc2NC1=O (stereo not given) | 3 | 0.2 | 4 | 0.1 | -4 | 2 | -1.3 | 1 | 1
CCCCCCCCNC(=O)c1cccnc1SCC(=O)Nc1ccc(OC)cc1OC | 2 | 0.0 | 3 | -0.6 | 2 | 0 | nt | 0 | 7
O=C(COc1ccccc1O)Nc1ccccc1Cl | -1 | 5.7 | -1 | -0.1 | -5 | -4 | 1.4 | 3 | 3
CCOC(=O)c1cc2ccc(OC(=O)c3ccco3)cc2oc1=O | -1 | -1.3 | 4 | -5.6 | 0 | -2 | 0.1 | + | 9
CN1CCN(C2=Cc3ccccc3Sc3cc(F)c(Cl)cc32)CC1 | 12 | 0.9 | 0 | -3.3 | -5 | 5 | -2.4 | -1 | 9
CC1(C)CC(=O)C2=C(C1)NCN(Cc1ccccc1)C2 | -6 | 2.0 | -15 | -0.7 | -1 | -7 | -1.0 | -2 | 8
CCOc1nc(-c2ccncc2)nc2ccccc12 | 5 | 2.0 | 0 | -2.8 | -1 | 2 | -1.7 | 3 | 0
N/C(=N\OC(=O)c1ccccc1)C(Cc1ccccc1)C(=O)NOC(=O)c1ccccc1 (stereo not given) | nt | nt | -3 | -0.4 | -7 | 12 | -0.9 | 2 | 9
CC(C)(O)C(O)COc1c2ccoc2cc2oc(=O)ccc12 (stereo not given) | 6 | -0.6 | -22 | -4.4 | -3 | 6 | 0.7 | 4 | 7
Cc1ccc2c(c1)c1c(n2CC(O)Cn2nc(C)c(Br)c2C)C(=O)CCC1 (stereo not given) | 7 | -1.9 | 12 | -1.5 | -1 | -1 | -0.9 | 1 | 3
CCCCn1cc(C(=O)c2cc(Br)ccc2O)cc(C#N)c1=O | -10 | -0.4 | 2 | -1.7 | -4 | 5 | -1.9 | 4 | 9
CC1CCC(C#N)(N(C)C(=O)CSc2nnc(C3CC3)n2C2CC2)CC1 (stereo not given) | 4 | 3.7 | 9 | 0.2 | -2 | -5 | 0.5 | 0 | 3
O=[N+]([O-])c1ccc2c(c1)CNc1ccccc1O2 | -16 | 1.4 | 5 | -1.8 | 2 | 3 | nt | -5 | 9
NS(=O)(=O)c1ccc(CCN=C(NS(=O)(=O)c2cccs2)c2ccccc2)cc1 | 1 | 1.7 | 2 | -3.5 | 0 | -3 | nt | 1 | -9
O=S(=O)(NCc1ccc2c(c1)OCO2)c1cccc2nsnc12 | 15 | -2.6 | -17 | -2.6 | -2 | -33 | nt | 2 | 6
Clc1cc(Cl)cc(Nc2ncnc(-n3cccc3)n2)c1 | -9 | 0.5 | -16 | -4.3 | -5 | 1 | -0.9 | 0 | 14
O=C(c1cc(-c2ccc(Cl)c(Cl)c2)on1)N1CCCCCC1 | 2 | -0.4 | -29 | 1.3 | -6 | 3 | 0.5 | 4 | -2
CCOC(=O)c1cc(-c2nnc(-c3ccc(Oc4ccccc4)cc3)o2)c(C)nc1C | 3 | 0.2 | -2 | 0.6 | -7 | 6 | -2.5 | 5 | 4
Cc1cc(C)nc(N(C#N)S(=O)(=O)c2ccccc2)n1 | -5 | 5.3 | 13 | -0.4 | 19 | 2 | 1.1 | 3 | 0
COc1ccc(/C(O)=C2/C(=O)C(=O)N(CCCC(=O)O)C2c2ccc(OC)c(OC)c2)cc1 (stereo not given) | -1 | 1.6 | -3 | -2.7 | -24 | -1 | -0.2 | 0 | 15
Cc1cc(C)nc(-n2ncc3c2CC(c2ccccc2C)CC3=O)n1 (stereo not given) | 1 | -2.1 | 2 | 0.1 | -4 | 8 | nt | 2 | 5
Cc1ccc(Nc2nc(N)nc(CSc3nnc(-c4ccncc4)o3)n2)cc1 | 1 | 1.7 | -57 | -3.8 | ? | -3 | -1.2 | 3 | 0
OCCOCCN1CCN(C(=S)Nc2ccccc2)CC1 | -5 | -1.5 | -21 | -0.9 | 0 | -7 | 1.3 | 3 | 3
CN(CC(=O)Nc1nc2ccccc2s1)S(=O)(=O)c1ccc(Cl)cc1 | -17 | -0.9 | 6 | -0.8 | -8 | 2 | -0.3 | 1 | 5
CCn1c(CNC(=O)COc2ccc(C(C)C)cc2)nnc1SCC(=O)Nc1cc(F)ccc1C | -1 | 0.4 | -4 | -2.9 | -2 | 6 | 3.0 | -1 | 12
Cc1ccc(OCC(=O)Oc2ccc(C)c(C)c2)cc1 | 2 | 0.1 | -16 | -4.3 | -19 | -7 | -0.1 | -1 | -3
CCN=C(NCC)SC1CC(=O)N(c2ccc(OC)cc2)C1=O (stereo not given) | 7 | 0.4 | 2 | 0.7 | 3 | -6 | 0.4 | 0 | 10
COc1cc(C#N)ccc1OC(=O)c1cccc(S(=O)(=O)N2CCN(C)CC2)c1 | 2 | 1.6 | 9 | -2.2 | -1 | 1 | 0.1 | 4 | 5

Part of the list above in order of heavy-atom count, high to low.
SMILES | Rv3671c protease | UGM FP inh | MazEF act | FadD28 FP inh | BoNT-F LC inh | PrPC TRFRET | Mtb BioA inh | FBA Mtb inh | GDH-TPI inh
NS(=O)(=O)c1ccc(CCN=C(NS(=O)(=O)c2cccs2)c2ccccc2)cc1 | 1 | 1.7 | 2 | -3.5 | 0 | -3 | nt | 1 | -9
Cc1cc(C)nc(-n2ncc3c2CC(c2ccccc2C)CC3=O)n1 (stereo not given) | 1 | -2.1 | 2 | 0.1 | -4 | 8 | nt | 2 | 5
O=C(c1cc(-c2ccc(Cl)c(Cl)c2)on1)N1CCCCCC1 | 2 | -0.4 | -29 | 1.3 | -6 | 3 | 0.5 | 4 | -2

(listing goes on)
SMILES | Rv3671c protease | UGM FP inh | MazEF act | FadD28 FP inh | BoNT-F LC inh | PrPC TRFRET | Mtb BioA inh | FBA Mtb inh | GDH-TPI inh
CCCCN1C(=O)/C(=C/C=C2/CC(C)(C)CN2C)SC1=S | -7 | -4.0 | 118* | -3.2 | -2 | -9 | nt | -17 | 4
CCC(=O)c1ccc(OCC(O)CN2CCN(c3cccc(C(F)(F)F)c3)CC2)cc1 (stereo not given) | 2 | -2.2 | -1 | -3.7 | -10 | -2 | 2.9 | 0 | 1
O=C(Cn1ncc2ccccc21)N1CCN(c2cccc(C(F)(F)F)c2)CC1 | -8 | -0.8 | -15 | 0.8 | -16 | -6 | -0.6 | 1 | 10
COC(=O)Cc1ccc(NC(=S)NNC(=O)c2ccccc2Br)cc1 | -3 | 1.6 | -4 | 0.9 | 0 | 13 | -0.1 | -1 | 5
CC(C)C(=O)Nc1nc(-c2ccc([N+](=O)[O-])cc2)cs1 | 6 | -2.2 | 10 | -0.6 | -5 | -28 | nt | 1 | 11
O=C(COC(=O)C1CCC1)Nc1ccccc1Sc1ccccc1 | 0 | -0.9 | -2 | -4.4 | 2 | -2 | -1.6 | 0 | -1
CCc1cccc(NC(=O)CCCn2nc(C)c3c(C)n(-c4ccccc4)nc3c2=O)c1 | 1 | 1.8 | 11 | -2.5 | 2 | 10 | -1.7 | -3 | -14
On1onc2c3cc(-c4ccccc4)nc3ccc21 | -12 | -0.5 | 16 | -2.4 | -9 | -9 | 0.8 | -3 | 23
CC(C)(O)C#Cc1ccc(C(=O)NCc2cccs2)s1 | -1 | -4.0 | 6 | 4.7 | -38 | 3 | -0.5 | -5 | -3
O=C(Nc1cccc(-c2nc3ccccc3s2)c1)c1ccc2c(c1)OCO2 | -23 | 0.7 | -8 | -2.6 | 4 | 3 | -0.4 | 1 | 14
CCC1(CC)NC(=O)NC1=O | 5 | 0.0 | -7 | -4.2 | -5 | -2 | 0.9 | -3 | 4
CCc1ccc(OCC(=O)N2CCN(c3ccccc3F)CC2)cc1 | -6 | -1.7 | -2 | 0.5 | -6 | -9 | nt | 2 | 5
COc1ccc(C(C(=O)NC(C)(C)C)N(CCc2ccccc2)C(=O)CCC(=O)Nc2cc(C)on2)cc1 (stereo not given) | 6 | -3.3 | 6 | -2.0 | 2 | 7 | 3.1 | -1 | 5
OCC1(Cc2ccc(Cl)cc2)CCN(Cc2ccccc2F)CC1 | 8 | -0.6 | -2 | -2.5 | 0 | -7 | -1.4 | 3 | 2
CC(=O)N/C(=C/c1ccccc1)c1ccccc1 | 0 | 0.2 | 4 | -2.4 | -3 | 3 | -0.7 | 0 | 7
Cn1nnnc1SCC(=O)N1CCc2ccccc21 | 0 | -0.4 | 5 | -3.8 | -7 | 3 | nt | -1 | 9
Cc1nc2cc(NC(=O)Nc3cccc([N+](=O)[O-])c3)ccc2n1C | 5 | 1.5 | -28 | -0.3 | 4 | -2 | -2.2 | 1 | -1
O=c1[nH]c(Cc2ccccc2)nc2ccccc12 | -6 | 0.3 | 2 | -4.3 | 0 | 2 | nt | -4 | 1
O=C(NCc1cc(C(F)(F)F)cc(C(F)(F)F)c1)C1CC(c2ccccc2[N+](=O)[O-])=NO1 (stereo not given) | -9 | 1.8 | 5 | -4.6 | -2 | 4 | -1.4 | -2 | -2
CCCCN=C(Nc1ccc(Cl)cc1)c1cccnc1 | 3 | -1.1 | -4 | -3.5 | 6 | 0 | nt | 1 | 7
Cc1ccc(Cl)c(N/C=C/C(=O)c2ccccc2)c1 | -4 | -1.8 | -4 | -3.2 | -10 | -1 | -1.3 | -2 | 13
Cc1c(NC(=O)CSc2nnnn2-c2ccc(O)cc2)c(=O)n(-c2ccccc2)n1C | 0 | -0.2 | 1 | -2.9 | -4 | 1 | -1.6 | 0 | -8
O=C(Nc1cccnc1)C1CCN(S(=O)(=O)c2ccc(Cl)cc2)CC1 | 1 | 1.0 | 8 | -0.7 | 4 | -2 | 85* | 1 | 0
O=C(NC1c2ccccc2Oc2ccccc21)c1ccc([N+](=O)[O-])cc1 | nt | nt | 4 | -1.3 | 6 | -3 | -0.6 | 2 | 10
CC1CCCN(C(=O)CCS(=O)(=O)Cc2ccccc2)C1 (stereo not given) | -8 | 1.6 | -6 | -1.7 | 2 | 2 | -0.6 | 1 | 11
COC(=O)Nc1csc2c1NC(=O)CCCC2 | -8 | -1.0 | 1 | -0.2 | -4 | -8 | nt | 1 | -5
Cc1ccc(S(=O)(=O)Nc2ccccc2F)cc1C(=O)NCc1ccco1 | -2 | nt | -3 | -4.0 | -4 | -5 | -0.4 | 1 | -1
